SKKanGAS inh – blocks kanamycin growth of S. pyogenes SKKanGAS strain. BacTiter-Glo, 6 h. hit rate 1.3% among 300,000. inhibition, % at 7.5 µM;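 active = mean replicate score, as percent of positive control median, at least 50; inconclusive = mean below 50 but one replicate at or above 50; inactive = mean and every replicate below 50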;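 also: strain carries kanamycin resistance gene driven by streptokinase promoter and grows in 40 µg/ml kanamycin; loss of luminescence reflects streptokinase promoter inhibition or plain growth inhibition; 0% = median of DMSO wells and 100% = positive control at its reference dose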
TRPC4 block – TRPC4 (mouse) channel inhibition; Q9QUQ5; HEK293 TRPC4beta/mu-opioid, DAMGO-evoked Fluo4 calcium flux; active compounds read low; B-score at 10 µM; hit rate 0.39% among 300,000;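 active = B-score over 3 SD under the library average, no early fluorescence shift, positive overall ratio signal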
Target sequence (Q9QUQ5 whole entry, looked up): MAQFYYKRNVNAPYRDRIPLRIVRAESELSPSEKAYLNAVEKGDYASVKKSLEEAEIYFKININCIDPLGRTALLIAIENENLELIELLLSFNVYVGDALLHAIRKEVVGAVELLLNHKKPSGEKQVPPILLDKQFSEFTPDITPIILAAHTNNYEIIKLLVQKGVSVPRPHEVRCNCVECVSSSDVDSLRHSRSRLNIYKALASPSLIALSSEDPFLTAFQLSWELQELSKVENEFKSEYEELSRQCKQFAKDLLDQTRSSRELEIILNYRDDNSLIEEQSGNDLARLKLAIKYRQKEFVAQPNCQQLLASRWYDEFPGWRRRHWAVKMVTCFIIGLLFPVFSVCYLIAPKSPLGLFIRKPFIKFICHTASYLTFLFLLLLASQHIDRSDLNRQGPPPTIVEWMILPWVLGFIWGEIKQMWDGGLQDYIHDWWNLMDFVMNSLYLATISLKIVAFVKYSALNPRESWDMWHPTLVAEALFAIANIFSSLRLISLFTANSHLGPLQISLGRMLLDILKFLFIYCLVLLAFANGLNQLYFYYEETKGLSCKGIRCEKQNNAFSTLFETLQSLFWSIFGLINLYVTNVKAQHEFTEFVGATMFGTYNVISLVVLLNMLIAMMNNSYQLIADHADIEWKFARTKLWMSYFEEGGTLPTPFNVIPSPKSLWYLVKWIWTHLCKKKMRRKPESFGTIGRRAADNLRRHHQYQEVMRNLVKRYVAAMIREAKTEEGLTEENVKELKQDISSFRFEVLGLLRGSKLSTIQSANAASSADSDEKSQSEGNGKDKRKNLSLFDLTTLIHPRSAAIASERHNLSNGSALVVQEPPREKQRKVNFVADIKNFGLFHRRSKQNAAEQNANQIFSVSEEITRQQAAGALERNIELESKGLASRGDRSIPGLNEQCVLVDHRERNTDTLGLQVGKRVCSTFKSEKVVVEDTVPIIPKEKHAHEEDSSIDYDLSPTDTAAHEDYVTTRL
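Assay system – HEK293 line stably carrying TRPC4beta and mu-opioid receptor · Doses – single dose · Detection – Fluo4 calcium-dye fluorescence, kinetic read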
TRPC6 act – activates the mouse TRPC6 cation channel. hit rate 0.13% among 310,000. HEK293-TRPC6 membrane potential dye fluorescence; active compounds read high. Q61143. AID 2550. B-score at 10 µM;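 active = B-score of the integrated fluorescence ratio above library mean plus 3 SD, and starting fluorescence ratio within library mean plus 5 SD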;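 also: higher score means more depolarization so channel activation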
aSyn 5UTR inh – MLPCN primary screen, SNCA 5' untranslated region; AID 1813; inhibition, % (tested at 7.5 µM); alpha-synuclein 5'UTR reporter, inhibitor activity; hit rate 0.82% among 300,000; in the data active = inhibition above about 60%; inconclusive = no clear call, values can overlap the other calls;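 also: H4 neuroglioblastoma cells stably carrying SNCA 5'UTR luciferase fusion; 0% = DMSO wells and 100% = positive control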
TRPC4 act – TRPC4 (mouse) channel activation; Q9QUQ5; HEK293 TRPC4beta/mu-opioid, Fluo4 calcium fluorescence; active compounds read high; hit rate 0.49% among 310,000; B-score at 10 µM;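 active = B-score above 5 SD of library B-scores, and initial fluorescence ratio not above library mean plus 5 SD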;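 also: positive B-score marks a calcium rise read as TRPC4 activation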
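Material: TRPC4beta and mu-opioid receptor HEK293 stable cells | Incubation: 45 min room-temperature Fluo4 loading, 110 s read | Detection: Kinetic Fluo4 calcium fluorescence | Measure: Integrated baseline-normalised fluorescence ratio, converted to per-well B score | Benchmarks: Low control buffer alone, high control maximal DAMGO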
MrgX1 antag – blocks BAM8-22 activation of human MrgX1 receptor | MRGX1-HEK293 calcium flux, Fluo-4, BAM8-22 antagonism; active compounds read low | B-score at 10 µM | hit rate 1.3% among 310,000 | AID 588676;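 active = calcium-response B-score plate-corrected more than 3 library SD below zero, starting fluorescence within 5 deviations, no agonist response on first addition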;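 also: peak minus trough fluorescence over baseline after final BAM8-22 challenge near maximal dose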
IEC-6 tox – kills IEC-6 intestinal cells in KLF5 counter-screen. IEC-6 cytotoxicity, luminescence viability. AID 1825. hit rate 0.78% among 290,000. inhibition, % at 5 µM; in the data active = inhibition above about 22%;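 also: 0% = plate median of test compound wells and 100% = cytotoxic reference compound wells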
KLF5 inh – suppresses KLF5 promoter-driven expression | DLD-1 KLF5 promoter-luciferase reporter, luminescence | inhibition, % at 5 µM | hit rate 0.23% among 290,000;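 active = inhibition above a per-plate limit of that plate's mean compound inhibition plus 3 SD, cut at about 60% in these data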;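 also: 0% = DMSO wells and 100% = LY294002 at 200 µM; higher means less KLF5 promoter-driven luciferase light; inactives centre near -14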
HIF act – HIF pathway transcriptional activation; U2OS HRE-luciferase reporter, luminescence; normalized: DMSO 0%, desferrioxamine 100%; activation, % at 7.5 µM (by protocol); hit rate 0.32% among 300,000; AID 1910;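 active = mean activation of at least 10% of the iron chelator positive control signal, with at least half of replicates also reaching 10%; inconclusive = mean and replicate majority disagree about reaching 10%; inactive = mean and most replicates under 10%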
TRPC6 inh – blocks the mouse TRPC6 cation channel. HEK293-TRPC6, membrane potential dye, ACh-evoked depolarization; active compounds read low. B-score at 10 µM. hit rate 1.1% among 310,000;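 active = B-score under library mean minus 3 SD, initial fluorescence not abnormally high, positive integrated signal ratio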;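 also: B-score derived from integrated fluorescence ratio over the kinetic read; more negative B-score means stronger inhibition of depolarization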
TRPC4 potent – allosterically enhances the mouse TRPC4 cation channel; Q9QUQ5; HEK293 TRPC4beta/mu-opioid, DAMGO EC20, Fluo-4 Ca2+ flux; active compounds read high; B-score at 10 µM; hit rate 0.42% among 310,000; AID 2227;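 active = B-score of calcium response area above 5 SD of library B-scores, with initial fluorescence ratio within 5 SD of library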;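 also: B-score of integrated fluorescence ratio over time as area under calcium response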
* marks the source's active call; other numbers are inactive results; i = inactive; ? = inconclusive; · = not tested or not shown. No enrichment for hits. About 5.8% of those tested had a hit in this group.

SMILES	SKKanGAS inh	TRPC4 block	TRPC6 act	aSyn 5UTR inh	TRPC4 act	MrgX1 antag	IEC-6 tox	KLF5 inh	HIF act	TRPC6 inh	TRPC4 potent
Nc1nnnn1NCc1cccc(OCc2ccccc2)c1	-1.0	i	i	-14.3	i	i	-0.9	-34.6	-0.1	i	i
O=C(O)c1cc(S(=O)(=O)N(Cc2ccccc2)c2cccc(C(F)(F)F)c2)ccc1Cl	8.2	i	i	20.0	i	i	-4.9	-3.8	-1.1	i	i
COc1ccc(C(CCNC(C)c2ccccc2)C(C)C)cc1 (stereo not drawn)	-3.2	i	i	24.9	i	i	3.1	-9.5	-0.6	i	i
CC(C(=O)O/N=C(\N)c1ccccn1)c1ccc([N+](=O)[O-])cc1 (stereo not drawn)	2.5	i	i	-54.1	i	i	-5.2	-11.3	0.3	i	i
O=C(Cc1ccc(F)cc1)Oc1ccc(C(=S)N2CCCC2)cc1	-7.0	i	i	-4.6	i	i	-4.9	21.5	0.1	i	i
O=C(Nc1cnc2ccccc2c1)c1cccnc1	-5.1	i	i	-101.0	i	i	-3.5	-174.0	0.8	i	i
C=CCn1c(SCC(=O)NC(=O)NC)nnc1C1CCCCC1	2.7	i	i	34.6	i	i	3.3	-24.2	-0.4	i	i
O=C(Nc1nnc(-c2cccs2)o1)c1cc(-c2ccccc2)nc2ccccc12	92.1*	i	i	4.1	i	i	4.2	-14.6	-0.2	i	i
O=C(CSc1nc(C2CCCCC2)nc2ccccc12)NCc1ccc2c(c1)OCO2	5.0	i	i	12.9	i	i	-1.0	4.5	-0.1	i	i
CC1Cc2nc(SCC(=O)N3CCc4ccccc43)n(C)c(=O)c2S1 (stereo not drawn)	4.6	i	i	17.2	i	i	-6.9	8.6	-0.7	i	i
Cc1cc(C)c(OCC(=O)N(Cc2ccc(N(C)C)cc2)C2CCS(=O)(=O)C2)c(C)c1 (stereo not drawn)	-1.5	i	i	-20.6	i	i	-2.1	6.9	-0.1	i	i
O=C(c1cc(COc2ccc(F)cc2F)on1)N1CCN(C(=O)c2ccco2)CC1	2.2	i	i	2.9	i	i	-14.5	-45.9	-0.2	i	i
CC(=O)c1cc(C#N)c(SCc2ccccn2)nc1C	-2.0	i	i	-113.6	i	i	-1.9	-84.5	2.5	i	i
CCc1cccc2c(SCC(=O)NCC3CCCO3)nc(-c3ccc(F)cc3)nc12 (stereo not drawn)	-0.1	i	i	5.3	i	i	-0.4	-14.3	0.3	i	i
CCCC(=O)NC(Nc1c(C)n(C)n(-c2ccccc2)c1=O)C(Cl)(Cl)Cl (stereo not drawn)	-13.4	i	i	1.1	i	i	-5.3	11.5	0.1	i	i
COc1ccc(C(=O)COC(=O)c2ccc(NC(C)=O)cc2)cc1[N+](=O)[O-]	17.6	i	i	-14.6	i	i	-3.1	-26.4	0.1	i	i
COc1cc(/C=C2\N=C(c3ccccc3)OC2=O)ccc1OCc1c(C)no[n+]1[O-]	4.8	i	i	-5.2	i	i	6.4	-7.0	-0.1	i	i
COc1ccc(CCN(C)Cc2nc(-c3cnccn3)no2)cc1OC	-1.2	i	i	6.7	i	i	-7.1	-6.6	-1.8	i	i
COc1ccc(S(=O)(=O)N2CCN(C(=O)C3CC3)CC2)cc1	-10.0	i	i	6.2	i	i	2.8	-10.5	-15.5	i	i
O=C(Nc1nnc(SCC(=O)N2CCCc3ccccc32)s1)c1ccccc1	-2.9	i	i	-56.9	i	i	-2.0	-42.8	0.7	i	i
O=C(NC1C2CC3CC(C2)CC1C3)c1ccc(N2CCNCC2)c([N+](=O)[O-])c1 (stereo not drawn)	-4.1	i	i	-4.5	i	i	-1.1	-24.4	-0.3	-6.41*	i
O=C(CCCn1c(=O)[nH]c2cc(Cl)ccc2c1=O)NC1CCCCCC1	-2.0	i	i	15.4	i	i	-4.8	-27.7	-0.9	i	i
CCOCCOC(=O)c1[nH]c2c(c1C)C(=O)CC(c1cc(OC)c(OC)c(OC)c1)C2 (stereo not drawn)	-4.2	i	i	-14.4	i	i	5.5	7.2	-0.3	i	i
Cc1ccc(NS(=O)(=O)c2ccc(CCC(=O)NC3CC3)cc2)cc1	-1.2	i	i	-5.4	i	i	-7.3	-41.9	0.6	i	i
Cc1nonc1CN(C)C(=O)c1ccc(OC2CCN(C(=O)c3cccnc3)CC2)cc1	-4.0	i	i	15.6	i	i	-3.0	-42.6	-0.4	i	i
(next part)
SMILES	SKKanGAS inh	TRPC4 block	TRPC6 act	aSyn 5UTR inh	TRPC4 act	MrgX1 antag	IEC-6 tox	KLF5 inh	HIF act	TRPC6 inh	TRPC4 potent
CCC(=O)Nc1cc(C(=O)OCC(=O)c2ccc(Cl)cc2Cl)ccc1C	1.3	i	i	-3.3	i	i	-5.9	-10.0	0.1	i	i
COc1ccccc1NC(CC(=O)c1ccccc1)C(=O)OCC(=O)c1ccc(F)cc1 (stereo not drawn)	-10.5	i	i	-235.3	i	i	14.3	-25.2	2.9	i	i
CC(=O)NC1=NN(C(C)=O)C(C)(c2cccnc2)S1 (stereo not drawn)	-5.3	i	i	-13.4	i	i	-2.9	-5.7	-0.5	i	i
CC(C)CC(NC(=O)C1CCC(C)CC1)C(=O)Nc1ccccn1 (stereo not drawn)	6.9	i	i	-47.2	i	i	2.5	-20.4	1.3	i	i
COc1cc(CN2CC(=O)N(c3cc(Cl)ccc3C)C2=S)cc(OC)c1OC	5.2	i	i	29.7	i	i	-0.7	-0.9	1.0	i	i
O=C(CN1C(=O)/C(=C/c2ccccc2)Sc2ccccc21)NCCCN1CCOCC1	0.3	i	i	-16.8	i	i	-0.1	-29.3	0.3	i	i
COc1cccc2c1OC[C@@H](CO)[C@H]2N(C)C(=O)Nc1ccc(Cl)cc1	0.2	i	i	16.7	i	i	-4.0	5.1	0.2	i	i
c1ccc(Cn2cc(CSc3ccccc3)nn2)cc1	-4.5	i	i	-137.1	i	i	·	·	2.8	i	i
Cc1cccc(-c2nsc(SCC(=O)NCC3CCCO3)n2)c1 (stereo not drawn)	-0.2	i	i	-31.6	i	i	-0.8	-21.2	2.0	i	i
CC(=O)Nc1ccc(NS(=O)(=O)c2ccc(-c3csc(C)n3)s2)cc1	-21.8	i	i	-2.3	i	i	-8.4	-9.7	-0.9	i	i
Cc1cc(NC(=O)c2cc(C(C)C)on2)nn1Cc1ccc(Cl)cc1	4.0	i	i	-38.4	i	i	-9.7	-4.9	0.4	i	i
O=C(N/N=C/c1cccc2ccccc12)c1cccc(F)c1	-9.3	i	i	-36.0	i	i	2.1	-125.1	2.2	i	i
NC(=O)C1CCN(C2CC(=O)N(Cc3cccs3)C2=O)CC1 (stereo not drawn)	-0.3	i	i	-27.4	i	i	1.4	8.1	-0.7	i	i
CCN1CCN(C(c2cccs2)C(C)NC(=O)C(C)C)CC1 (stereo not drawn)	-1.2	i	i	14.1	i	i	1.4	-0.4	0.1	i	i
Cn1c(NC(=O)c2ccc3c(c2)OCO3)cc(=O)n(C)c1=O	0.3	i	i	9.6	i	i	-0.6	-38.4	0.1	i	i
Cc1ccc(CNC(C)(C)CO)cc1	-5.6	i	i	14.6	i	i	7.1	-28.4	0.7	i	i
CCCCNC(=O)C1CCN(S(=O)(=O)N2CCCCCC2)CC1	0.7	i	i	-12.2	i	i	-3.6	3.2	0.4	i	i
COc1ccc(-c2c(C(C)=O)c(C)nc3sc4c(=N)n(N)cnc4c23)cc1	2.4	i	i	-22.5	i	i	-10.5	-5.9	-0.2	i	i
O=C(c1cnn(C(=O)c2cccc(S(=O)(=O)N3CCOCC3)c2)c1)c1ccccc1O	-4.9	i	i	-4.7	i	i	0.9	-5.7	0.4	i	i
O=C(Oc1coc(CSc2ncccn2)cc1=O)c1ccc(Br)o1	-3.4	i	i	11.3	i	i	-5.2	-3.5	-0.6	i	i
O=C(NCC1CC1)c1onc(CSc2ccncc2)c1C(=O)NCC1CC1	0.4	i	i	-1.5	i	i	·	·	-0.1	i	i
COc1c(C)cc(S(=O)(=O)N2CCCC2)c(C)c1C	8.2	·	i	27.2	i	i	1.4	-59.0	0.1	i	i
Cn1cc([N+](=O)[O-])c(C(=O)Nc2sc3c(c2C#N)CCC3)n1	1.8	i	i	64.2*	i	i	91.9*	13.9	2.7	i	i
COC(=O)c1cc(NC(=O)CC2SCCNC2=O)cc(C(=O)OC)c1 (stereo not drawn)	-1.7	i	i	-18.8	i	i	4.4	-5.4	-0.2	i	i
Cc1ccc(NC(=O)C2C3CCC(O3)C2C(=O)O)c(Br)c1 (stereo not drawn)	5.0	i	i	-3.9	i	i	-1.7	-26.2	-4.6	i	i
Continuation.
SMILES	SKKanGAS inh	TRPC4 block	TRPC6 act	aSyn 5UTR inh	TRPC4 act	MrgX1 antag	IEC-6 tox	KLF5 inh	HIF act	TRPC6 inh	TRPC4 potent
COc1cccc(-c2cc(C(=O)N3CCN(c4ccc(F)cc4)CC3)no2)c1	-4.7	i	i	-3.9	i	i	-2.0	-25.5	-0.2	i	i
O=C(c1ccco1)N1CCN(C(=S)Nc2ccc(F)c(Cl)c2)CC1	-0.8	i	i	-9.2	i	i	-0.3	-0.1	0.3	i	i
CCCCN(CCCC)Cc1ccc(C(=O)NNC(=O)Nc2ccccc2)o1	11.4	i	i	1.0	i	i	4.7	-9.7	0.9	i	i
O=C(CCC1CCCC1)NNC(=O)c1cccc(Cl)c1	-0.1	i	i	-5.2	i	i	4.7	6.3	-0.2	i	i
Cc1nnc(N2C(=O)C(O)=C(C(=O)c3ccco3)C2c2cccc3ccccc23)s1 (stereo not drawn)	26.5	i	i	-43.3	i	i	-5.7	-20.1	0.3	i	i
O=C(CSc1nc2ccccc2c(=O)n1-c1ccccc1)NC(=O)CN1CCCC1=O	0.5	i	i	20.4	i	i	-2.0	-1.8	?	i	i
O=C(O)c1ccccc1SSc1ccccc1C(=O)O	1.7	i	i	-7.7	i	i	-12.1	-20.1	-0.9	i	i
Cc1ccc(S(=O)(=O)c2ccc(Cl)cc2)cc1S(=O)(=O)NC(C(=O)O)C(C)C (stereo not drawn)	0.1	i	i	17.3	i	i	-0.8	-7.6	0.0	i	i
COc1ccc(N=C2NN=C(c3c(C)[nH]c4ccccc34)CS2)cc1	?	i	i	-40.9	i	i	-5.5	-14.2	0.7	i	i
CCOC(=O)c1c(C)[nH]c(C(=O)CN2C(=O)NC3(CCCC3)C2=O)c1C	4.1	i	i	-67.4	i	i	1.2	-26.4	1.7	i	i
CCOC(=O)c1c(NC(=O)COC(=O)c2c(C)noc2C)sc2c1CCC2	0.3	i	i	27.1	i	i	-2.6	-38.0	-0.4	i	i
NN(CCO)C(=S)Nc1ccc(Cl)cc1	-8.8	i	i	-6.4	i	i	-0.5	-25.3	0.3	i	i
COc1ccc(S(=O)(=O)NCc2ccc(F)cc2)cc1OC	-2.8	i	i	1.5	i	i	6.6	17.1	-0.5	i	i
Cn1ncc2c(Nc3cccc([N+](=O)[O-])c3)ncnc21	-7.9	i	i	0.3	i	i	-3.5	-4.2	0.5	i	i
CC(C)c1nc2c(s1)CCc1onc(-c3ccc(Cl)cc3)c1-2	5.3	i	i	5.3	i	i	·	·	-4.1	i	i
